TPT1 inhibitor: Candida albicans TPT1 enzyme inhibitors, primary screen, biochemical, fluorescence polarization | inhibition, % at 5 µM | hit rate 0.81% among 300,000 | recombinant caTPT1, FP RNA substrate dephosphorylation | tRNA 2'-phosphotransferase TPT1 (Candida albicans SC5314);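 active = inhibition above the mean of all tested compounds plus 3 SD, set per screening campaign, cut at about 24% in these data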;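 also: plate controls were DMSO alone for no effect and ferristatin control at 100 nM for full effect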
CTSL1 counter: Fasciola hepatica cathepsin L1 inhibitors, primary screen, counter-screen for PFM18AAP inhibitor project, biochemical, QFRET, fluorogenic peptide substrate; recombinant F. hepatica cathepsin L1, Z-Leu-Arg-MCA fluorescence; inhibition, % at 5.96 µM; hit rate 0.49% among 300,000;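 active = inhibition above the mean of all tested compounds plus 3 SD, set per screening campaign, cut at about 17% in these data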;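 also: 0% = plate median of test compound wells and 100% = 1 µM Z-Phe-Ala-diazomethylketone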
Efflux pump inh: inhibitors of Candida efflux pumps in yeast, primary screen, S. cerevisiae, Nile Red, multiplex. S. cerevisiae Candida pump triplex. hit rate 0.44% among 330,000. inhibition, % at 10 µM;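 active = plate passing quality check with inhibition over a set limit, or well fluorescence over plate mean plus 4 SD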;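 also: Nile Red retained in pooled yeast measured as flow cytometry median fluorescence; 0% = buffer negative control and 100% = Enniatin B positive control; higher means more Nile Red kept so more efflux inhibition; some compounds called inactive have numbers as strong as hits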
GASC-1 inh: inhibitors of GASC-1 histone demethylase, primary screen, biochemical, fluorescence, DELFIA europium; Lysine-specific demethylase 4C (Homo sapiens), Q9H3R0; GST-JMJD2C(1-420) H3K9me3 demethylation; inhibition, % at 2.35 µM; hit rate 0.069% among 330,000; AID 2099, 2009;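 active = more than half of a compound's replicate wells show inhibition beyond 50%, single wells judged on their own value; inconclusive = some, but no more than half, of replicates pass 50% inhibition; inactive = no replicate passes 50% inhibition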;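 also: signal counts dimethyl H3K9 product captured on neutravidin plate; 0% = median of DMSO wells and 100% = 0.3 times that DMSO median; strong numbers were not always called active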
Target sequence (Q9H3R0 1-420 limits assumed): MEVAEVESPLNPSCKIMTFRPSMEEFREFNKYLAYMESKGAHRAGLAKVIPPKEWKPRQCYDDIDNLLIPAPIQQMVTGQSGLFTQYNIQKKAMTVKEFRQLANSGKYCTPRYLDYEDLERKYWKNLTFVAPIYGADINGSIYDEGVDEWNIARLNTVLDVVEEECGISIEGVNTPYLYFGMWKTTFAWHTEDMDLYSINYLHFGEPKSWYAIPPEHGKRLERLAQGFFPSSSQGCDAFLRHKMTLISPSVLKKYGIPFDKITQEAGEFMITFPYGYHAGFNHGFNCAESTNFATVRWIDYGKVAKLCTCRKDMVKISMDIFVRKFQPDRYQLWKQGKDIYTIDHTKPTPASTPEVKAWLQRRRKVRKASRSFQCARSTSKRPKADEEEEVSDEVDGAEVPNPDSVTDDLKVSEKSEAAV
LYPLA2 counter: LYPLA2 inhibitors, primary screen, counter-screen for PME1 inhibitor project, biochemical, fluorescence polarization, FP-Rh probe ABPP. hit rate 0.38% among 320,000. inhibition, % at 5.9 µM. recombinant LYPLA2. AID 2177, 2009;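 active = inhibition above the screen-wide mean plus 3 SD, limit set per campaign, cut at about 26% in these data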;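 also: 0% = LYPLA2 with DMSO and 100% = wells lacking LYPLA2 enzyme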
Target sequence (O95372 whole entry, looked up): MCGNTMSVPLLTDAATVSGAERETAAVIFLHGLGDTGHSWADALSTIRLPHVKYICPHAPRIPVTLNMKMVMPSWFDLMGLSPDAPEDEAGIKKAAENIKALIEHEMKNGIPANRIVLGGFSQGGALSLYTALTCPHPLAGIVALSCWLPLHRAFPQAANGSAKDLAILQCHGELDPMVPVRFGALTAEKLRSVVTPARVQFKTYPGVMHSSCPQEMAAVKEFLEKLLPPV
HCV core dimer: inhibitors of HCV core protein dimerization, primary screen, biochemical, TR-FRET, high-throughput; TR-FRET GST/Flag-core106 dimerization, 1536-well; inhibition, % at 5 µM; hit rate 0.33% among 300,000; AID 1899, 2009;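 active = inhibition above the mean of all tested compounds plus 3 SD, set per screening campaign, cut at about 45% in these data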
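Assay system: tagged HCV core106 pair (GST and Flag); medium: KF-containing HEPES buffer, pH 7.45, DTT, CHAPS, BSA; also added: Eu donor and XL665 acceptor anti-tag antibodies; dosing: 5 µM single dose; timing: compound-protein-antibody incubation 4 h at 22.5 °C; signal: TR-FRET 671 and 617 nm emission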
PP5 primary: PP5 phosphatase inhibitors, primary screen, biochemical, fluorescence; AID 1987, 2009; purified PP5c, OMFP substrate fluorescence; Serine/threonine-protein phosphatase 5 (Homo sapiens), P53041; inhibition, % at 6.7 µM; hit rate 0.18% among 320,000;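 active = inhibition above the campaign's mean inhibition across all tested compounds plus 3 SD, cut at about 9.5% in these data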;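 also: 0% = DMSO only and 100% = 100 µM cantharidin control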
PP1 counter: PP1-alpha phosphatase inhibitors, primary screen, counter-screen for PP5 inhibitor project, biochemical, fluorescence, OMFP substrate, single point. Serine/threonine-protein phosphatase PP1-alpha catalytic subunit (Homo sapiens), P62136. purified PP1alpha. hit rate 0.9% among 320,000. inhibition, % at 6.7 µM;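 active = inhibition above the mean inhibition of all tested compounds plus 3 SD, computed separately for each screening campaign, cut at about 15% in these data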
Target sequence (P62136 whole entry, looked up): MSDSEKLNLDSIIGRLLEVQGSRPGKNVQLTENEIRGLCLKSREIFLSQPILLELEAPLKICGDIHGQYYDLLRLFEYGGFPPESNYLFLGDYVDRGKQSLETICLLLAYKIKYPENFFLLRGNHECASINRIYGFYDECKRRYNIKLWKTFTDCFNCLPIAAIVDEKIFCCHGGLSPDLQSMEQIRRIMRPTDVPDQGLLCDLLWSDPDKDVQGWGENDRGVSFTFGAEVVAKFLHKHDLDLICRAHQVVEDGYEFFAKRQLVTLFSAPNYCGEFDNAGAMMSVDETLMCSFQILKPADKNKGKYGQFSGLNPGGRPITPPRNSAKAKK
PREPL inhibitor: PREPL enzyme inhibitors, primary screen, biochemical, fluorescence polarization | recombinant PREPL, fluorescence polarization activity-based probe | inhibition, % at 5.96 µM | hit rate 0.68% among 320,000; in the data active = inhibition above about 43%;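 also: 0% = enzyme with DMSO and 100% = wells lacking enzyme; many of its hits are not listed in these tables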
Starred values were filed as active, the others as inactive; ? = inconclusive; . = not tested or not shown. The list is partial (hit frequency here may not be typical).

No.	smiles	TPT1 inhibitor	CTSL1 counter	Efflux pump inh	GASC-1 inh	LYPLA2 counter
1	COc1cccc(C(=O)c2cc3cc(Cl)ccc3[nH]2)c1	-4	-4	-0.1	?	-1
2	CC(=O)C12OC1CC1C3CCC4=CC(=O)CCC4(C)C3CCC12C (stereo not given)	1	5	0.0	8	10
3	O=C1NC(Cc2ccccc2)c2nc3ccc(Cl)cc3c(=O)n2-c2cc(Cl)ccc21 (stereo not given)	.	.	0.5	-2	-12
4	Cc1nn(-c2ccccc2)c(C)c1/C=N/NC(=O)c1cc(O)cc(O)c1	3	4	0.4	-7	-9
5	Cc1cc(C(=O)NNS(=O)(=O)c2cc(C(=O)O)ccc2Cl)c(C)n1-c1ccccc1	.	.	0.2	-6	-2
6	CCN(CC)c1cc(C)c2cc(NC(=O)c3ccccc3OC)ccc2n1	6	-2	0.1	4	4
7	CC(=O)Nc1ccc(S(=O)(=O)N2CCc3ccccc3C2)cc1	6	0	-0.1	18	-4
8	COc1cccc(CNC(=O)C2CCC(CNS(=O)(=O)c3cccc4nsnc34)CC2)c1 (stereo not given)	2	2	0.1	-1	26*

No.	HCV core dimer	PP5 primary	PP1 counter	PREPL inhibitor
1	-15	1.7	7	16
2	1	-0.2	-3	-1
3	.	1.4	3	11
4	1	-0.5	-2	9
5	.	2.1	-2	5
6	0	2.9	-4	12
7	2	-4.3	-8	6
8	0	1.6	-2	-2

(further entries)
No.	smiles	TPT1 inhibitor	CTSL1 counter	Efflux pump inh	GASC-1 inh	LYPLA2 counter
9	O=C(COC(=O)CNC(=O)C1CCCCC1)NCc1ccccc1	.	.	-0.3	2	5
10	CC1CCC2(CC1)OCC1(CCC3(COC4(CCC(C)CC4)OC3)C1=O)CO2 (stereo not given)	-7	-3	-0.1	-5	-2
11	CC(C)C(=O)Nc1c(O)c2ccccc2[nH]c1=O	-2	-1	-0.2	-2	-8
12	O=C(Nc1ccc2c(c1)OCCO2)c1cnccn1	-1	-2	0.1	16	3
13	O=C(Cn1c(NCCCO)nc2ccccc21)c1ccc([N+](=O)[O-])cc1	-1	0	-0.1	-14	8
14	Cn1cnnc1Sc1ccc(/C=C(\CCC(=O)O)c2nc3ccccc3s2)cc1[N+](=O)[O-]	-2	1	-0.1	4	2
15	O=C(NC1CCCc2ccccc21)C1CCN(C(=O)c2sccc2-n2cccc2)CC1 (stereo not given)	-1	-2	0.0	-2	10
16	O=C(O)CCCCCNC(=O)c1ccccc1Br	3	1	-0.1	-1	-5

No.	HCV core dimer	PP5 primary	PP1 counter	PREPL inhibitor
9	.	2.6	-1	2
10	-1	2.1	1	-2
11	0	1.3	0	-7
12	-7	-0.9	-2	4
13	8	2.4	-3	15
14	-2	0.0	-6	3
15	11	2.2	2	-1
16	-1	-1.5	-3	9

Continuation.
No.	smiles	TPT1 inhibitor	CTSL1 counter	Efflux pump inh	GASC-1 inh	LYPLA2 counter
17	Cc1cc(NC(=O)CSc2nc3cc(Cl)ccc3o2)no1	0	7	0.0	3	0
18	CN1C(C(=O)NCc2ccco2)CC2Cn3c(nc4ccccc43)C21 (stereo not given)	5	-1	.	4	1
19	Cc1ccc(N=CC2=C(O)CC(c3ccccc3Cl)CC2=O)cc1 (stereo not given)	-2	2	-0.2	-3	-1
20	O=C(COc1ccc(F)cc1)Nc1c(C(=O)N2CCC(N3CCCCC3)CC2)oc2ccccc12	-3	2	0.0	-2	1
21	COc1ccc(S(=O)(=O)Nc2ccc(C(N)=O)cc2)cc1C(=O)N1CCCCCC1	1	1	0.3	0	7
22	Cc1ccccc1NC(=O)CSc1nnc2ccc(-c3ccncc3)nn12	-2	0	-0.1	15	-8
23	COc1ccc(C)cc1NC(=O)Nc1ccc(Br)cn1	-4	-3	0.1	10	3
24	CC1C(=O)C(C)C(c2cccc(Br)c2)NC1c1cccc(Br)c1 (stereo not given)	1	-1	-0.1	-4	2

No.	HCV core dimer	PP5 primary	PP1 counter	PREPL inhibitor
17	14	0.2	5	-14
18	-10	-0.3	-1	5
19	1	-1.5	-3	-1
20	-10	-1.4	-1	10
21	8	-0.2	-4	2
22	-7	0.5	-4	8
23	1	0.6	-4	-9
24	-2	-0.8	-4	-11

New compounds follow:
No.	smiles	TPT1 inhibitor	CTSL1 counter	Efflux pump inh	GASC-1 inh	LYPLA2 counter
25	c1ccc(CN2CCCC3(CCCN(Cc4nc(CC5CC5)no4)C3)C2)cc1 (stereo not given)	-3	-1	0.1	-1	3
26	O=C(O)c1ccccc1Nc1ccccc1C(=O)O	-2	4	-0.1	0	3
27	CC(=O)Nc1ccc(OCCOc2ccc(NC(C)=O)cc2)cc1	1	-5	0.0	18	-2
28	Cc1ccc(Nc2cc(C)nc(N3CCOCC3)n2)cc1	-6	-1	0.0	3	12
29	O=C(OCC(=O)N1c2ccccc2Sc2ccccc21)c1cccnc1	6	-28	0.0	10	2
30	Cn1ccc(CC(=O)N2CCC(N3CCC(C(=O)N4CCCC4)CC3)CC2)c1	1	0	0.1	2	-10
31	COc1ccc(CNC(=O)C[C@H]2C(=O)N(Cc3ccc(OC)cc3)C[C@@H]2Cc2ccccc2)cc1	-6	-1	0.0	-104	0
32	CCN(CC)C(=O)Cn1nc(-c2ccncc2)nc1SCC(=O)Nc1ccc(OC)cc1	-1	0	0.0	-29	-6

No.	HCV core dimer	PP5 primary	PP1 counter	PREPL inhibitor
25	-4	-0.6	-1	-7
26	-3	-2.0	-2	-1
27	0	1.1	0	-2
28	0	1.3	-2	4
29	5	-1.7	-10	-3
30	-4	-0.7	-3	-7
31	-1	4.8	6	5
32	-7	2.3	4	7

Profiles, looked up by structure. Order of screens: TPT1 inhibitor	CTSL1 counter	Efflux pump inh	GASC-1 inh	LYPLA2 counter	HCV core dimer	PP5 primary	PP1 counter	PREPL inhibitor
`O=C(COC(=O)CNC(=O)C1CCCCC1)NCc1ccccc1` as listed: .	.	-0.3	2	5	.	2.6	-1	2
`Cc1ccccc1NC(=O)CSc1nnc2ccc(-c3ccncc3)nn12` as listed: -2	0	-0.1	15	-8	-7	0.5	-4	8
`COc1cccc(CNC(=O)C2CCC(CNS(=O)(=O)c3cccc4nsnc34)CC2)c1` (stereo not given) as listed: 2	2	0.1	-1	26*	0	1.6	-2	-2
`CCN(CC)C(=O)Cn1nc(-c2ccncc2)nc1SCC(=O)Nc1ccc(OC)cc1` as listed: -1	0	0.0	-29	-6	-7	2.3	4	7

(further entries)
No.	smiles	TPT1 inhibitor	CTSL1 counter	Efflux pump inh	GASC-1 inh	LYPLA2 counter
33	Cc1ccc(S(=O)(=O)N(CC(=O)Nc2ccccc2-c2ccccc2)c2ccc(C)cc2C)cc1	-1	1	0.4	-8	-3
34	COCCN(C)C(=O)CCc1nnc(Cc2ccc(-c3ccccc3)cc2)o1	-1	-2	0.1	-9	-2
35	Cc1ccc(/C=C/C2=Cc3c(sc(NC(=O)CSc4n[nH]c(N)n4)c3C#N)C(C)(C)C2)o1	15	12	0.3	11	-28
36	COc1ccccc1CNS(=O)(=O)N(C)C	-5	0	0.0	-3	4
37	O=C(CN1C(=O)C2CC=CCC2C1=O)Nc1nnc(SCc2c(Cl)cccc2Cl)s1 (stereo not given)	6	7	0.1	5	0
38	COc1ccc(NC(=O)CCC(=O)Nc2cc(OC)c(NC(=O)c3cccs3)cc2OC)cc1	-4	1	-0.2	-2	4
39	Cc1cc(N2CCOCC2)ccc1/C=C1/SC(=O)NC1=O	7	-1	-0.3	-5	6
40	CC1CCN(C(=O)CCc2ccc(Oc3cc([N+](=O)[O-])cc([N+](=O)[O-])c3)cc2)CC1	2	3	0.1	11	37*

No.	HCV core dimer	PP5 primary	PP1 counter	PREPL inhibitor
33	17	1.2	3	-3
34	6	1.5	-6	12
35	89*	-8.0	57*	4
36	1	1.1	0	-2
37	14	-0.7	6	-2
38	12	0.6	-5	8
39	-22	2.3	3	5
40	14	0.0	2	17

Later entries:
No.	smiles	TPT1 inhibitor	CTSL1 counter	Efflux pump inh	GASC-1 inh	LYPLA2 counter
41	CCN(Cc1ccc(OC)c(F)c1)C(=O)CCl	1	7	0.0	10	8
42	CCN1CCN(c2ccc(S(=O)(=O)N3CCOCC3)cc2NC(=O)c2ccc(C(F)(F)F)cc2)CC1	0	-2	0.1	0	2
43	Cc1cc(C)c2nc(N(CCN(C)C)C(=O)c3ccc4ccccc4c3)sc2c1	-2	6	0.0	-8	-3
44	Cc1ccc(NC(=O)NC2(C(=O)NCc3ccccc3)CCCCC2)cc1	-2	-4	-0.2	-2	-3
45	CC(C)(C)NC(=O)CN(C(=O)C(=O)Nc1ccc2c(c1)OCCO2)C1CCCC1	-2	0	0.0	-1	0
46	O=C1CSC(c2ccccc2)N1c1ccccc1F (stereo not given)	0	-2	0.2	-2	-11
47	Cc1nc(NCCN)c(C#N)c2c1COC(C)(C)C2	4	1	-0.3	-2	8
48	CC(NS(C)(=O)=O)C(c1cccs1)N1CCN(c2ccccc2)CC1 (stereo not given)	0	-2	0.3	-4	-1

No.	HCV core dimer	PP5 primary	PP1 counter	PREPL inhibitor
41	2	1.9	-2	-10
42	-3	-0.2	-5	7
43	-7	2.6	0	12
44	0	3.8	-1	11
45	8	3.5	-2	2
46	-11	-1.5	-1	-8
47	-1	2.5	-6	-9
48	1	-0.7	-4	11

Further structures:
No.	smiles	TPT1 inhibitor	CTSL1 counter	Efflux pump inh	GASC-1 inh	LYPLA2 counter
49	COc1cccc(CNC(=O)CCS(=O)(=O)Cc2ccc(C)cc2)c1	-1	-1	-0.3	5	-1
50	c1cc(C2CCN(Cc3nc(-c4ccc5c(c4)OCO5)no3)CC2)ccn1	-1	-5	0.0	2	9
51	COc1cccc(-c2nc(OC(C)C)c3ccccc3n2)c1	-2	2	0.0	-9	-4
52	CCN(CC)C(=O)c1[nH]cnc1C(=O)N[C@@H](Cc1ccccc1)C(=O)OC(C)(C)C	1	1	0.0	4	7
53	O=C(O)CCCCCNC(=O)c1ccc(Br)cc1	0	1	0.0	14	9
54	Cc1ccc(NC(=S)NNc2ncc(C(F)(F)F)cc2Cl)cc1	3	-4	0.0	-18	0
55	CCCCCC(=O)N=Nc1c(O)[nH]c2ccc([N+](=O)[O-])cc12	-3	-2	-0.1	-7	2
56	NS(=O)(=O)c1ccc(CCNC(=O)COC(=O)CC(c2ccccc2)c2ccccc2)cc1	0	2	-0.1	0	4
57	Cc1cccc(OCC(=O)N2CCC(c3ccccc3)C2)c1 (stereo not given)	-4	5	-0.1	4	3
58	COC(=O)c1ccc(NC(=O)c2cccnc2)cc1	0	4	-0.1	0	-5

No.	HCV core dimer	PP5 primary	PP1 counter	PREPL inhibitor
49	-9	-0.1	-4	-7
50	6	1.2	-3	13
51	8	-2.9	-3	1
52	6	-1.2	-2	4
53	1	1.2	0	-5
54	-2	2.8	0	8
55	16	0.5	1	16
56	5	1.1	-1	6
57	2	2.4	-1	6
58	1	-1.8	2	12
